Bioassay records from PubChem BioAssay.
Sm TGR inh – qHTS Assay for the Inhibitors of Schistosoma Mansoni Peroxiredoxins; purified TGR, DTNB reduction, TNB absorbance 405 nm; Potency, µM (series often up to 114 µM), inactives show at the top dose activity change, negative = inhibition, hits mostly inhibitors; Schistosoma mansoni thioredoxin glutathione reductase (TGR), Q962Y6; actives 3% (n = 360,000); active means well fitted inhibition curve with a large enough effect; inconclusive means small, poorly fitted or top-dose-only effect; inactive means no such curve, though single readings can be large or run the other way; further: nearly all actives have a fitted effect of over 60% in size
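Kinetic colorimetric format: TGR-catalysed, NADPH-driven DTNB reduction monitored via TNB absorbance. Enzyme dispensed at 20 nM; compound exposure 15 min at room temperature before reaction start.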
Starred values were filed as active, the others as inactive; ? = inconclusive; [ ] = another dose, or the depositor's remark. On the % scale 0 is the no-effect control and ±100 the full control effect; potency means the concentration at half of the fitted maximal effect.

SMILES	Sm TGR inh
Cc1ccc(Cl)cc1N1CCN(C(=O)CCn2c(=O)c3cccn3c3cccnc32)CC1	10.0%
CCn1c(=O)cc(OCC(=O)N2CCN(c3ccc(C)cc3)C(C)C2)c2ccccc21 (stereo unspecified)	-8.5%
O=S(=O)(NCC(c1ccco1)N1CCOCC1)c1ccc(Br)cc1 (stereo unspecified)	-3.8%
Cc1ccc(NC(=O)CCCn2nc(C)c3c(C)n(-c4ccccc4)nc3c2=O)cc1Cl	2.5%
Cc1ccc(S(=O)(=O)Nc2ccc3c(c2)c(C(=O)OC(C)C)c(C)n3S(=O)(=O)c2ccc(C)cc2)cc1	1.3%
COc1cccc(NC(=O)Cn2nc(-c3ccncc3)ccc2=O)c1	-6.6%
Cc1ccc(-c2cc(-c3coc4ccccc4c3=O)c3c(n2)-c2cc(Cl)ccc2OC3)cc1	-7.7%
CCCCNC(=O)C1CCN(c2nc3ccc(C)cc3[nH]2)CC1	7.8%
COc1cccc(-n2c(=O)c3sc4ccccc4c3n(CC(=O)Nc3ccccc3C)c2=O)c1	-3.8%
COc1ccc(C2C(C(=O)Nc3ccc(C)cc3C)=C(C)Nc3nc(SC)nn32)cc1OC (stereo unspecified)	0.1%
COc1cccc(CNC(=O)Cc2c(C)c3cc4c(C)coc4cc3oc2=O)c1	-0.2%
Cc1cc(C)n(C(C)CC(=O)Nc2ccc(C)c(N(C)C)c2)n1 (stereo unspecified)	-1.1%
CCOc1ccc(NC(=O)CN2CCN(CC(=O)Nc3ccc(F)cc3F)CC2)cc1	-16.6%
COc1cccc(NC(=O)CSc2nc(=O)n(Cc3cccnc3)c3c2CCC3)c1	0.7%
COc1ccc2c(c1)CC(C(=O)NCCN1CCN(c3cccc(C)c3C)CC1)CO2 (stereo unspecified)	-2.1%
Cc1nc2c(c(C)c1CCC(=O)Nc1cccc(C(F)(F)F)c1)c(=O)n(C)c(=O)n2C	7.0%
Cc1ccc(CNC(=O)CCC(=O)N2Cc3ccccc3Oc3ncccc32)cc1	-1.0%
COc1ccc(CNc2ncnc3c2nnn3C)cc1	1.5%
CCCCN1C(=O)C(O)(CC(=O)c2ccc(C)cc2C)c2cc(Br)ccc21 (stereo unspecified)	-4.5%
Cc1ccc(Cl)cc1N1CCN(c2ncnc3c2nc2n3CCCCC2)CC1	5.8%
COc1ccc(NS(=O)(=O)c2ccc3[nH]c4c(c3c2)CCCC4)cc1Cl	3.4%
CCCN(C(=O)Cc1nc(-c2ccc(OC)cc2)no1)c1ccccc1C	1.4%
CCc1cccc(C)c1NC(=O)Cn1ccn(Cc2ccc(Cl)cc2)c(=O)c1=O	-2.6%
Cc1ccccc1Nc1c(-c2c[nH]c3ccccc23)nc2cccc(C)n12	1.1%
CCn1cc2nc(SCc3ccccc3)n(Cc3ccc(C)cc3)c(=O)c2n1	46.7%
COc1ccc(C(=O)NCc2nnnn2-c2ccc(C)c(C)c2)cc1	8.6%
CCc1ccccc1NC(=O)c1ccc2nc(CCc3ccccc3)oc2c1	0.3%
CCn1c(=O)c2sccc2n2c(CCC(=O)Nc3ccc(OC)c(Cl)c3)nnc12	3.9%
CCc1cccc(NC(=O)CSc2nncn3c2cc2sccc23)c1	-4.6%
CCC1CCCCN1CCCNC(=O)c1[nH]c2ccccc2c1Sc1ccc(Cl)cc1 (stereo unspecified)	?
CCOc1ccc(S(=O)(=O)NCC(c2ccco2)S(=O)(=O)c2ccc(F)cc2)cc1 (stereo unspecified)	0.316µM*
Cn1ccc2c(OCC(=O)Nc3cc(C(F)(F)F)ccc3Cl)cccc2c1=O	-4.4%
CCc1c(CN2CCN(c3cccc(C)c3)C(C)C2)csc1C (stereo unspecified)	46.3%[activator]
CCCN(Cc1cccs1)C(=O)Nc1cc(C)ccc1OC	1.7%
COc1ccc(NC(=O)c2nnn(Cc3nc(-c4cc(OC)c(OC)c(OC)c4)oc3C)c2C)cc1Cl	-1.0%
Cc1cc2[nH]c(=O)c(=O)[nH]c2cc1S(=O)(=O)NCc1ccc(F)cc1	-0.4%
CCc1nn(CC(=O)NCC(C)c2ccccc2)c(=O)c2cc3occc3n12 (stereo unspecified)	-3.2%
COCc1cc(C)nc2sc3c(c12)NC(c1ccc(O)c(OC)c1)N(c1ccccc1)C3=O (stereo unspecified)	-1.7%
O=C(CCn1c(=O)c2ccccc2n(CC(=O)Nc2ccc(F)cc2)c1=O)NCCc1ccccc1	7.9%
CCC1CCCCN1CC(=O)N1CCCc2c1c(=O)oc1ccc(OCc3ccccc3)cc21 (stereo unspecified)	-2.8%
CC(=O)c1cccc(NS(=O)(=O)c2c(C)nc3sc(C)cn3c2=O)c1	2.8%
Cc1ccc(S(=O)(=O)n2nc(-c3ccco3)nc2NCc2ccccc2Cl)cc1	-6.7%
CC(C)c1ccc(NC(=O)c2cc(S(=O)(=O)N3CCCCC3)cn2C)cc1	-3.8%
CCc1ccccc1NC(=O)Cn1nc(-c2cc(C)ccc2C)c2c(c1=O)CCCC2	-6.8%
CCCCCn1cc2c(c1-c1ccccc1Br)c(=O)n(C)c(=O)n2C	-7.2%
COc1ccc(-c2c(C)c3ccc(O)c(CN4CCCCC4C)c3oc2=O)cc1OC (stereo unspecified)	2.2%
Cc1cc2nn(-c3ccc(F)cc3)nc2cc1NC(=O)c1cccc2ccccc12	6.6%
COc1ccc(OC)c(NC(=O)C2CCCN(S(=O)(=O)c3ccc4c(c3)CCCC(=O)N4)C2)c1 (stereo unspecified)	7.2%
CC(C)CCOc1ccccc1Cn1c(=O)sc2ccccc21	9.2%
Cc1sc2ncn(CC(=O)N3CCN(c4ccc(F)cc4)CC3)c(=O)c2c1S(=O)(=O)N1CCC(C)CC1	5.3%
Cc1cc(Cl)ccc1NC(=O)Cc1ccc(NC(=O)N2CCCCc3ccccc32)cc1	1.1%
CC(=O)c1cccc(Nc2ncnc3c2cnn3C)c1	0.0%
Cc1ccc(NC(=O)/C=C/c2ccccc2Cl)cc1Cl	-10.4%
Cc1ccc(Cl)cc1NS(=O)(=O)c1ccc(N2CCCCS2(=O)=O)cc1	-0.4%
COc1ccc(C(=O)Nc2cccc(-c3cn4ccsc4n3)c2)cc1OC	2.5%
Cc1ccc(C)c(NC(=O)Cn2nc(C)c3nn(-c4ccc(Cl)cc4)c(C)c3c2=O)c1	4.1%
Cc1csc2nc(-c3cccc(NS(C)(=O)=O)c3)cn12	0.1%
CCOC(=O)c1c(NC(=O)c2cc(=O)c3c(C)cc(C)cc3o2)sc(C)c1C	12.7%
Cc1ccc(C)c(CN2C(=O)c3ccccc3S(=O)c3ccc(C(=O)N4CCN(c5cccc(Cl)c5)CC4)cc32)c1 (stereo unspecified)	2.9%
COc1cccc2sc(N(Cc3cccnc3)C(=O)c3ccco3)nc12	9.6%

Another view of four compounds above:
COc1cccc(NC(=O)Cn2nc(-c3ccncc3)ccc2=O)c1
- Sm TGR inh: -6.6%

Cc1ccc(-c2cc(-c3coc4ccccc4c3=O)c3c(n2)-c2cc(Cl)ccc2OC3)cc1
- Sm TGR inh: -7.7%

CCCCNC(=O)C1CCN(c2nc3ccc(C)cc3[nH]2)CC1
- Sm TGR inh: 7.8%

COc1cccc(-n2c(=O)c3sc4ccccc4c3n(CC(=O)Nc3ccccc3C)c2=O)c1
- Sm TGR inh: -3.8%

Continued.
SMILES	Sm TGR inh
CCOc1ccc2nc(NC(=O)c3cc(=O)c4cc(C)cc(C)c4o3)sc2c1	6.2%
CCOC(=O)c1cc(-c2ccccc2)n(CCC(=O)NC2CCCCC2)c1C	16.5%
COc1cc2c(cc1OC)C(COc1ccc3c(C)cc(=O)oc3c1)N(C(=O)CC(C)C)CC2 (stereo unspecified)	-2.7%
CCc1ccc2oc(C(=O)Nc3ccccc3C(=O)OC)cc(=O)c2c1	-1.8%
CCOC(=O)c1c(C)oc2ncnc(Nc3cccc(C(F)(F)F)c3)c12	-1.7%
Cc1ccc(C(c2sc3nc(-c4ccco4)nn3c2O)N2CCC3(CC2)OCCO3)cc1 (stereo unspecified)	10.4%
COc1cccc(CNc2ncc(-c3ccc(Br)cc3)n2C)c1	11.4%
COc1ccc(NC(=O)c2ccco2)cc1NC(=O)COc1ccc(Cl)c(C)c1	-1.8%
CC(C(=O)Nc1ccccc1C(F)(F)F)n1nnc2sc3c(c2c1=O)CCCC3 (stereo unspecified)	0.6%
Cc1ccc(CN2CCN(C3CCN(S(=O)(=O)N(C)C)CC3)C(=O)C2=O)cc1	-1.3%
CC(C)CCNC(=O)c1cc2cc(S(=O)(=O)N3CCCCC3)ccc2n1C	4.2%
CCOc1ccc2nc(N3CCCC(C(=O)NCCc4ccc(SC)cc4)C3)sc2c1 (stereo unspecified)	-3.6%
COc1cc2c(cc1OC)C(COc1ccc3c(C)cc(=O)oc3c1)N(C(=O)Cc1ccc(F)cc1)CC2 (stereo unspecified)	-2.3%
CCOC(=O)c1c(C)oc2ccc(N(C(=O)Oc3ccccc3)S(=O)(=O)c3ccc(CC)cc3)cc12	10.2%
COc1cccc(C(=O)Nc2ccc(-n3nncc3-c3ccccc3)cc2)c1OC	0.4%
CCNC(=O)c1ccc(CSc2nc3ccncc3n2Cc2ccc(F)cc2)cc1	0.5%
O=C(Nc1cc(Cl)cc(Cl)c1)c1ccc(F)c(S(=O)(=O)N2CCN(c3ccccc3F)CC2)c1	7.0%
Fc1ccc(Nc2c(-c3ccccn3)nc3ccc(Cl)cn23)cc1	-6.1%
CCS(=O)(=O)c1ncc(Cl)c(C(=O)N(Cc2ccccc2)Cc2ccco2)n1	8.91µM*
CCN(CC)S(=O)(=O)c1ccc(NC(=O)Cn2ncc3c([nH]c4ccccc43)c2=O)cc1	2.1%

Part of the list above, as labelled records:
Cc1cc2[nH]c(=O)c(=O)[nH]c2cc1S(=O)(=O)NCc1ccc(F)cc1
  Sm TGR inh: -0.4%
Cc1ccc(Cl)cc1N1CCN(C(=O)CCn2c(=O)c3cccn3c3cccnc32)CC1
  Sm TGR inh: 10.0%
CCCCNC(=O)C1CCN(c2nc3ccc(C)cc3[nH]2)CC1
  Sm TGR inh: 7.8%
CCS(=O)(=O)c1ncc(Cl)c(C(=O)N(Cc2ccccc2)Cc2ccco2)n1
  Sm TGR inh: 8.91µM*

6 entries from above, ordered by number of heavy atoms, highest first:
SMILES	Sm TGR inh
COc1cc2c(cc1OC)C(COc1ccc3c(C)cc(=O)oc3c1)N(C(=O)Cc1ccc(F)cc1)CC2 (stereo unspecified)	-2.3%
CCNC(=O)c1ccc(CSc2nc3ccncc3n2Cc2ccc(F)cc2)cc1	0.5%
COc1ccc(NC(=O)c2ccco2)cc1NC(=O)COc1ccc(Cl)c(C)c1	-1.8%
CCOC(=O)c1cc(-c2ccccc2)n(CCC(=O)NC2CCCCC2)c1C	16.5%
Fc1ccc(Nc2c(-c3ccccn3)nc3ccc(Cl)cn23)cc1	-6.1%
COc1cccc(CNc2ncc(-c3ccc(Br)cc3)n2C)c1	11.4%

(continued)
SMILES	Sm TGR inh
CCOc1ccc(NC(=O)c2cc3cc(C)ccc3n2C)cc1	5.4%
CCOc1cccc(C2CC(=O)Nc3cc4c(cc32)OCCO4)c1 (stereo unspecified)	6.5%
COc1cc(NC(=O)C(NC(=O)C2CCC(C)CC2)C(C)C)cc(OC)c1OC (stereo unspecified)	-0.2%
Cc1nnc(NC(=O)CSCc2cc(=O)c3ccc(C)c(C)c3[nH]2)s1	-1.5%
COc1ccccc1NC(=O)c1oc2ccccc2c1NC(=O)c1cccc(OC)c1OC	1.5%
CCOc1ccc(-n2nc(CO)c(C(=O)NCc3cccnc3)n2)cc1	1.0%
COc1ccccc1CNc1nc(-c2ccco2)nn1C(=O)c1ccccc1[N+](=O)[O-]	89.1µM*
O=C(CC1N=C2c3ccccc3N=C(SCc3cccc(Cl)c3)N2C1=O)NC1CCCCC1 (stereo unspecified)	?
COc1ccccc1CN1CCC(CNC(=O)c2cnn(-c3ccc(C)c(C)c3)c2C2CCN(C(=O)OC(C)(C)C)CC2)CC1	-1.5%
O=C(Cn1ncn2cccc2c1=O)NCc1cccc(Br)c1	7.6%
CC(C)c1ccc(N2C(=O)CSC23C(=O)N(Cc2ccccc2)c2ccccc23)cc1 (stereo unspecified)	2.0%
Cc1cccc(Oc2nc3c(c(=O)n(C)c(=O)n3C)n2C)c1C	18.1%
COc1cccc(C2C=C(c3ccc(C)c(C)c3)Nc3nnnn32)c1OC (stereo unspecified)	-16.8%
C=Cc1ccc(Cn2nc(-c3ccc(C)c(S(=O)(=O)N(CC)CC)c3)ccc2=O)cc1	-0.2%

This is a subset; the hit share may differ from the screen's.
